All columns: NCI-60 one-dose screen, growth in % after 48 h at 10 µM unless noted; 100 = growth as untreated, 0 = no growth, -100 = all killed.
SNB-19 = SNB-19 CNS cancer cells; AID 1794751; 81,000 tested, 2.5% active
U251 = U251 CNS tumor cells; 80,000 tested, 5.4% active; AID 1794753
DU-145 = DU-145 prostate cancer; AID 1794760; 81,000 tested, 4.2% active
SF-295 = SF-295 CNS cancer cells. 79,000 tested, 5.6% active. AID 1794758
SF-539 = SF-539 CNS cancer; 81,000 tested, 6.8% active; AID 1794752
SF-268 = SF-268 CNS cancer cells | 82,000 tested, 3.1% active
HCC-2998 = HCC-2998 colon cancer; AID 1794799; 79,000 tested, 4.7% active
SNB-75 = SNB-75 CNS cancer; 79,000 tested, 5% active; AID 1794750
PC-3 = PC-3 prostate cancer cells. AID 1794754. 80,000 tested, 3.9% active
Numbers without * were called inactive; . = no result given; [ ] = dose if it differs, or a comment. The calls were made as follows: active = growth percent below 10; inactive = the rest. Outcome played no part in choosing rows. Share with any hit: about 9.9%.

Start of the listing, in advance:
smiles	SF-268	DU-145	SF-539	U251	PC-3	SNB-19	SNB-75	SF-295	HCC-2998
COC(=O)[C@]1(C(C)C)N[C@H](c2cn(-c3ccccc3)nc2-c2ccccc2)[C@@H]2C(=O)N(c3ccc(C)cc3)C(=O)[C@@H]21	89.0	112.2	.	109.2	102.5	99.9	82.2	105.5	97.0
O=C1Nc2ccccc2C12Nc1cc(Cl)ccc1S2 (configuration not stated)	87.8	85.9	86.5	98.5	44.5	94.0	59.8	78.8	110.3

The whole of this part, from the first entry:
smiles	SF-268	DU-145	SF-539	U251	PC-3	SNB-19	SNB-75	SF-295	HCC-2998
COC(=O)[C@]1(C(C)C)N[C@H](c2cn(-c3ccccc3)nc2-c2ccccc2)[C@@H]2C(=O)N(c3ccc(C)cc3)C(=O)[C@@H]21	89.0	112.2	.	109.2	102.5	99.9	82.2	105.5	97.0
O=C1Nc2ccccc2C12Nc1cc(Cl)ccc1S2 (configuration not stated)	87.8	85.9	86.5	98.5	44.5	94.0	59.8	78.8	110.3
O=C1NCCc2c1c1ccccc1[nH]c2=O	98.8	103.8	101.4	102.9	94.5	104.6	84.9	101.3	109.9
O=C(O)c1nc(-c2ccccc2)nc2ccccc12	99.6	105.1	99.8	105.4	103.6	97.2	88.2	102.5	99.4
COc1ccc([C@H]2c3[nH]c4ccccc4c3C[C@H]3C(=O)N(C4CCN(CC5CCCCC5)CC4)CC(=O)N23)c(OC)c1	82.0[5.56 µM]	93.4[5.56 µM]	85.9[5.56 µM]	90.1[5.56 µM]	78.1[5.56 µM]	90.0[5.56 µM]	65.7[5.56 µM]	95.1[5.56 µM]	.
C/C=C(\C)C(C(=O)NC1CCCCC1)N(C(=O)C1CCc2cc(F)ccc2O1)c1ccc([N+](=O)[O-])cc1 (configuration not stated)	87.0	104.9	92.8	93.1	72.7	85.7	72.8	82.5	98.4
FC(F)(F)c1nc2ccccc2n1Cc1nnc(SCc2cn(-c3cccnc3Cl)nn2)o1	93.1	107.4	.	95.1	97.6	99.2	90.1	100.1	107.1
O=C1C2CC(O)Cc3cc(Br)ccc3N2C(=O)CN1CCO (configuration not stated)	98.2	110.2	98.0	91.7	94.6	101.5	87.8	95.3	93.6
Cc1nc2c(=O)[nH]c(=O)[nH]c2c(=O)[nH]1	97.3	108.5	101.0	96.4	102.4	101.1	97.9	106.0	109.5
CCN(C(=O)CN1CCN(c2cc3c(cc2F)c(=O)c(C(=O)O)cn3CC)CC1)c1nc(-c2ccccc2)cs1	22.7	23.3	.	6.3*	2.4*	6.5*	-5.3*	-17.5*	19.6
Nc1c(C(=O)Nc2cccc(Cl)c2)sc2ncc(Br)cc12	64.1	59.6	61.5	10.8	80.1	106.8	56.0	.	99.7
COc1cc2oc(C(=O)N[C@@H](Cc3ccccc3)C(=O)C(N)=O)c(C)c(=O)c2cc1OC	92.9	107.9	94.6	103.4	103.6	85.1	77.3	107.8	106.2
CC(C)[C@@H](C)/C=C/[C@@H](C)[C@H]1CCC2=C3[C@H](O)[C@@H]4O[C@@]45C[C@@H](O)CC[C@]5(C)[C@H]3CC[C@@]21C	100.3	105.4	110.2	90.0	85.2	107.2	98.1	108.6	125.6
O=C1/C=C/[C@@H](O)[C@@H]2C[C@@H](O)C[C@H]2/C=C/CCC[C@H](CCc2ccc(C(F)(F)F)cc2)O1	4.7*	19.5	25.2	12.1	8.8*	17.6	-13.5*	11.4	-11.5*
O=C(Nc1ccc(N=Cc2c(O)[nH]c3ccccc23)cc1)Nc1nccs1	77.2	40.5	33.6	42.0	68.6	31.0	33.4	70.6	73.9
COc1ccc(-c2cc(-c3ccccc3)nc(SCCCC(=O)O)n2)cc1OC	93.4	98.3	94.4	93.9	83.0	90.4	92.6	84.0	104.2
O=C(NNc1cnccn1)c1nc2cc(F)ccc2n2cccc12	26.0	25.7	5.6*	14.0	29.4	26.2	41.1	12.9	35.7
COc1ccc(C(=O)CNc2ccc(-n3c(C)nc4c(cnn4-c4ccccc4)c3=O)cc2)cc1	104.3	104.5	91.5	91.2	86.5	90.3	103.2	88.7	109.6
COc1cccc(/C=C\C(=O)/C=C/C=C/c2ccccc2)c1	111.0	123.0	114.5	95.1	98.1	100.9	89.6	105.7	.
CC(=O)N1C(=S)NC(C)=C(C(=O)OC(C)C)C1c1ccc2c(c1)OCO2 (configuration not stated)	100.1	103.8	98.2	92.6	87.2	98.1	97.2	99.4	109.8
O=c1[nH]c(=O)n(Cc2ccccc2Cn2cc(F)c(=O)[nH]c2=O)cc1F	138.7	107.9	94.2	93.0	.	98.1	100.8	23.4	.
C/C=N/c1ncnc2c1N=C(c1ccc3c(c1)OCO3)CC(c1ccc([N+](=O)[O-])cc1)N2C(C)=O (configuration not stated)	85.3	91.7	84.3	88.3	92.2	79.5	88.0	87.4	94.7
COC(=O)NCn1c(=O)[nH]c2ccccc2c1=O	94.0	102.9	94.0	94.7	97.4	92.7	91.0	92.6	95.2
O=C(O)C(O)c1ccc(-c2ccccc2)cc1 (configuration not stated)	100.9	104.2	91.1	93.4	96.8	106.4	97.4	105.7	101.8
O=[N+]([O-])c1ccc2c(c1)-c1ccccc1C2O (configuration not stated)	109.3	109.8	99.1	100.8	101.7	.	85.8	83.1	.
O=C(Nc1ccccc1)OCc1ccco1	92.6	109.7	105.2	90.5	89.7	100.9	74.7	100.7	97.8
O=C1/C(=C\c2ccc(-c3ccc(Cl)cc3)o2)C=C(c2ccc(Cl)cc2)N1Cc1ccccc1	115.5	112.9	111.8	94.7	94.7	93.4	87.7	95.9	116.3
c1ccc(-c2cn3c(ccc4ccccc43)n2)cc1	74.7	87.8	62.6	51.8	72.2	65.0	51.9	60.2	75.5
O=S(=O)(O)c1cc(O)c2cc(Nc3ccccc3)ccc2c1	106.5	118.2	97.0	111.2	95.9	100.5	85.9	.	95.2
CCN(CC)c1ccc(NC(=S)NN)cc1	102.2	110.4	100.6	100.0	90.5	95.7	98.1	105.5	118.8
O=C(Nc1ccccc1)N1CCOCC1	97.9	97.8	101.1	.	93.6	94.8	107.5	110.3	105.5
c1ccc(CNc2c3ccccc3nc3ccccc23)cc1	62.6	48.6	24.0	38.5	37.2	39.4	64.4	37.6	38.2
Cc1ccc(NS(=O)(=O)N2CCCCC2)cc1	105.8	104.0	100.1	109.0	97.2	94.8	105.1	.	.
COc1ccc(-c2cc(-c3cc(C(=O)c4ccc(Br)cc4)n4ccc(C)cc34)nc(N)c2C#N)cc1	93.9	75.9	5.3*	64.7	89.4	91.3	108.4	89.1	102.6
O=C(Cn1cc(-c2ccc3c(c2)ncn3-c2ccccc2)cn1)NCCn1cc(COCCOCCOCCNc2cccc3c2C(=O)N(C2CCC(=O)NC2=O)C3=O)nn1 (configuration not stated)	91.4	112.1	80.8	92.4	103.4	88.6	88.6	106.9	108.9
CCOC(=O)CCc1nc2sc3c(c2c(=O)[nH]1)CCCC3	115.2	115.2	112.0	98.3	.	107.9	135.8	104.1	194.1
C=CCNC(=O)Cc1c(-c2ccccc2)oc2cc(OC)c(OC)c(OC)c12	106.3	107.5	106.7	102.0	103.5	103.2	96.2	103.2	108.9
Fc1ccccc1Nc1n[nH]c(=S)s1	91.5	109.7	105.3	101.0	106.4	103.8	100.9	125.8	109.9
CN(C)C(=O)OCc1nc2nc(Cl)nc(N3CCOCC3)c2[nH]1	101.1	111.1	96.3	101.0	96.6	100.2	74.0	96.9	109.0
COc1c(NC(C)=O)c2c(c([N+](=O)[O-])c1OC)C(=O)OC2	107.0	116.4	120.4	106.8	93.0	105.1	97.5	117.2	107.6
CCCCN(Cc1c(O)ccc2ccccc12)Cc1c(O)ccc2ccccc12	98.3	108.4	114.7	97.1	71.6	117.0	97.3	96.9	114.6
Fc1ccc(-c2cn3c(-c4c[nH]c5ccc(Br)cc45)csc3n2)cc1	50.9	67.4	34.3	47.8	73.6	52.6	-7.4*	64.1	100.0
Cc1cc(O)c(C(C)C)cc1N=C1C=CC(=O)C=C1	99.9	119.9	104.6	105.3	69.3	105.1	94.7	110.4	106.9
COc1ccccc1/C=C/C(=O)c1nnn(-c2ccc(Br)cc2)c1C	100.3	79.6	102.8	90.2	90.9	87.7	90.7	94.9	93.9
CC[C@H](c1cc(C)c(O)c(C)c1)[C@@H](CC)c1ccc(O)cc1	89.7	109.3	106.2	88.4	86.2	107.8	88.3	109.4	97.6
COc1ccc2nc(Cl)c(-c3cc(-c4ccccc4)nc(N)n3)cc2c1	58.8	33.3	-45.6*	-62.4*	33.6	7.4*	-1.7*	30.4	62.6
N#C/C(=C(\CCCO)NC(CCC(=O)O)C(=O)O)c1nc2ccc(Br)cc2c(=O)[nH]1 (configuration not stated)	113.9	119.5	110.1	103.4	104.3	104.2	96.6	154.8	111.7
O=c1c2cc(-c3ccc(F)cc3F)ccc2n(O)c(=O)n1-c1cccc(C(F)(F)F)c1	17.4	25.5	21.1	5.8*	-0.9*	10.5	-19.4*	-11.2*	9.8*
COc1cc2c(=O)[nH]c3cc([N+](=O)[O-])ccc3c2cc1[N+](=O)[O-]	63.7	73.4	45.0	37.8	55.2	58.3	36.5	47.9	62.8
COc1ccc(-n2nnc3c(N)c(C#N)c(N)nc32)cc1	91.5	102.5	102.3	96.1	92.2	103.7	103.6	105.2	103.8
Cc1oc(-c2ccc(Cl)cc2)nc1/C=C/C(=O)c1ccccc1	97.1	108.8	99.5	97.5	93.6	97.6	93.2	99.9	102.8
CC1OC(O[C@@H]2[C@H](O)C(CO)OC(O[C@H]3COC(O[C@H]4CC[C@]5(C)[C@H]6CC[C@]78OC[C@@]9(CCC(C)(C)C[C@H]97)[C@H](O)C[C@@]8(C)[C@]6(C)CC[C@H]5C4(C)C)[C@@H](OC4OC(CO)[C@@H](O)[C@@H](O)[C@@H]4O)[C@@H]3O)[C@H]2OC2OC[C@@H](O)[C@@H](O)[C@@H]2O)[C@@H](O)[C@@H](O)[C@H]1O (some centres not stated)	-65.9*	-79.7*	-80.5*	-86.8*	-85.4*	-69.2*	-87.1*	-92.3*	.
O=C(c1ccccc1)C(CN1CCOCC1)c1ccccc1 (configuration not stated)	27.0	28.9	37.3	19.3	48.7	78.3	51.8	.	54.4
Cc1cc(O)c(C(C)(C)C)cc1N=O	94.0	112.6	102.4	94.0	128.9	114.0	88.5	107.7	124.5
O=C(CS(=O)(=O)c1oc(-c2ccc(Cl)cc2)nc1S(=O)(=O)c1ccc(Cl)cc1)N1CCOCC1	84.6	32.3	21.5	35.9	63.3	86.2	54.7	85.0	51.0
CSCCC(N)C(=O)Nc1ccc(S(=O)(=O)c2ccc(NC(=O)C(N)CCSC)cc2)cc1 (configuration not stated)	110.2	130.0	116.1	102.3	91.1	106.4	92.7	107.1	111.3
CC(C)CNCCCCCCl	112.7	104.7	97.7	90.0	98.6	101.9	67.1	.	98.3
CC1=C(NCCN2CCCC2)C(=O)c2c(OCc3ccc(F)c(Cl)c3)cccc2C1=O	70.5	84.3	.	57.8	60.3	93.0	69.9	45.6	80.7
Clc1nc2ccccc2nc1-c1nnc(-c2ccccc2)o1	99.4	107.0	96.1	99.3	91.2	94.1	88.6	98.6	104.0
FC(F)(F)C(F)(F)C(F)(F)c1nc2nc(Cl)c(Cl)nc2[nH]1	91.4	100.0	116.2	98.5	110.1	100.0	91.1	101.8	104.4

(cont.)
smiles	SF-268	DU-145	SF-539	U251	PC-3	SNB-19	SNB-75	SF-295	HCC-2998
O=S(=O)(O)c1cccc(S(=O)(=O)O)c1	94.1	121.7	97.3	101.4	91.7	103.5	94.6	104.0	111.1
OCCSCc1ccc(F)cc1	101.4	114.2	98.3	110.7	93.0	104.9	100.2	106.2	.
CCOC(=O)c1noc(-c2ccc(C)cc2)c1C(=O)c1ccc(C)cc1	95.9	116.1	102.2	97.7	87.7	103.6	99.1	99.9	99.4
COc1ccc(-c2cn(-c3ccc(Cl)cc3)c(SCc3ncc(C)cc3C)n2)cc1	110.9	109.3	100.6	102.9	85.0	94.2	98.5	97.8	104.0
CC(=O)O[C@]1(C(C)=O)CC[C@H]2[C@@H]3CC(=C(Br)Br)C4=CC(=O)CC[C@]4(C)[C@H]3CC[C@@]21C	72.3	90.5	95.5	72.9	34.1	87.1	91.1	66.9	81.1
O=C1C2=C(C(=O)c3c(O)cccc31)C(c1ccco1)c1sc(=O)[nH]c1S2 (configuration not stated)	50.7	-93.9*	-24.0*	11.5	8.8*	13.6	32.4	-15.6*	4.2*
COc1ccc(-c2ccc(-c3ccc(C(=N)N)cn3)s2)cc1OC	100.9	97.5	83.4	88.3	93.5	94.7	.	99.1	108.8
Cn1cc(C2=C(c3c[nH]c4ccccc34)C(=O)N(O)C2=O)c2cc(Br)ccc21	102.8	104.7	99.2	94.4	85.0	89.9	115.3	102.5	104.3
O=C(CN1C(=O)S/C(=C\c2ccc(Cl)cc2)C1=O)Nc1ncc(Cc2ccccc2)s1	102.2	113.9	97.7	96.8	101.0	93.1	87.8	101.1	98.4

Four consecutive records already listed, for reference:
smiles	SF-268	DU-145	SF-539	U251	PC-3	SNB-19	SNB-75	SF-295	HCC-2998
O=S(=O)(O)c1cccc(S(=O)(=O)O)c1	94.1	121.7	97.3	101.4	91.7	103.5	94.6	104.0	111.1
OCCSCc1ccc(F)cc1	101.4	114.2	98.3	110.7	93.0	104.9	100.2	106.2	.
CCOC(=O)c1noc(-c2ccc(C)cc2)c1C(=O)c1ccc(C)cc1	95.9	116.1	102.2	97.7	87.7	103.6	99.1	99.9	99.4
COc1ccc(-c2cn(-c3ccc(Cl)cc3)c(SCc3ncc(C)cc3C)n2)cc1	110.9	109.3	100.6	102.9	85.0	94.2	98.5	97.8	104.0
